Bioassay records deposited in PubChem BioAssay by National Center for Advancing Translational Sciences (NCATS).
HP1b chromo inh: inhibitors of HP1-beta chromodomain binding to methylated histone tails; 0.56% of 390,000 active; P83916; AID 540317; Potency, µM (series often up to 114 µM), for inactives: top-dose activity change, negative = inhibition, most hits filed as inhibitors; AlphaScreen HP1-beta / biotin-H3K9me3 peptide binding; note: potency is the fitted concentration of half-maximal effect; nearly all actives have a fitted effect of over 70% in size; inactives centre near 23
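HP1-beta protein (50 nM final) preincubated 30 min at room temperature with biotinylated H3(1-18)K9me3 peptide (50 nM) in PBS pH 7.4, 0.01% Tween-20, then compound added for 30 min. AlphaScreen streptavidin donor/nickel chelate acceptor beads (10 ug/mL final), 30 min dark, luminescence read.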
Tb PGK inh: blocks T. brucei phosphoglycerate kinase | Potency, µM (doses to about 57.5 µM), for inactives: top-dose activity change, negative = inhibition, most hits filed as inhibitors | PGK/GAPDH coupled, Kinase-Glo luminescence, 60 min | P07378 | 0.043% of 380,000 active; note: potency is the fitted concentration of half-maximal effect; % is set by controls: 0 for no effect and ±100 for the full control effect; nearly all actives have a fitted effect of over 60% in size
Target sequence (P07378 whole entry, looked up): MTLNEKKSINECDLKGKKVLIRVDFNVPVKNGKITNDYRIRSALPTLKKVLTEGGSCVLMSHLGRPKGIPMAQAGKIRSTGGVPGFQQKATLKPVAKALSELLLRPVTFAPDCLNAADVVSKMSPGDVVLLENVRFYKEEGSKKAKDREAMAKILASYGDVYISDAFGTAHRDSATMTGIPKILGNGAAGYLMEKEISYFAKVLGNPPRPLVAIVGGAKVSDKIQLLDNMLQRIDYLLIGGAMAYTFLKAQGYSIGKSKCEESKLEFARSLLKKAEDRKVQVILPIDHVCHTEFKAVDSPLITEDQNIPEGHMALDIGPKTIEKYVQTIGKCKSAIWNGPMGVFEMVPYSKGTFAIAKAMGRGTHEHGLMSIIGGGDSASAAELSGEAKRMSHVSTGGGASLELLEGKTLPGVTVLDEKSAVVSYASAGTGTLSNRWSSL
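Recombinant glycosomal PGK reaction used 1,3-bisphosphoglycerate generated in-well by GAPDH (100nM final) in 100mM TEA pH 7.6, 5mM MgCl2, 0.01% Tween-20. After 60 minutes at room temperature, ATP was read by Kinase-Glo Plus luminescence end-point.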
Pin1 inhibitor: inhibitors of human Pin1. Pin1 FP peptide displacement, HiFluor488, 10 min. Potency, µM (titrated, usually from 115 µM), for the others: at the highest dose activity, negative = inhibition, usual class: inhibitors. 0.009% of 390,000 active. AID 504891; active = well fitted inhibition curve with a large enough effect in the polarisation, with a control signal flat, not every such curve was filed as active; inconclusive = small, poorly fitted or top-dose-only effect, or effect the other way, or a change in a side signal; inactive = no such curve, though single readings can be large or run the other way; the % refers to the polarisation; note: potency is the fitted concentration of half-maximal effect; % is set by controls: 0 for no effect and ±100 for the full control effect
JMJD2A Tudor: JMJD2A Tudor domain (human) inhibition. AlphaScreen JMJD2A-Tudor / H3K4me3 peptide binding. Potency, µM (highest dose often 114 µM), without a hit: top-dose activity change, negative = inhibition, actives largely listed as inhibitors. 4.4% of 390,000 active. AID 504339; note: potency is the fitted concentration of half-maximal effect; % is set by controls: 0 for no effect and ±100 for the full control effect; nearly all actives have a fitted effect of over 50% in size
G9a inh: inhibitors of human histone lysine methyltransferase G9a. Q96KQ7. G9a H3K9 monomethylation, AlphaScreen, 2 h. Potency, µM (series often up to 102 µM), without a hit: top-dose activity, negative = inhibition, actives largely listed as inhibitors. 8.8% of 350,000 active. AID 504332; note: potency is the fitted concentration of half-maximal effect; % is set by controls: 0 for no effect and ±100 for the full control effect; nearly all actives have a fitted effect of over 75% in size
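Step 1: enzyme (final 20 nM) with compound, 15 min RT. Step 2: substrate peptide 500 nM and SAM 20 uM, 2 h RT. Step 3: anti-H3K9me1 antibody and AlphaScreen beads, 10 min, then plate read.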
BAZ2B inh: BAZ2B (human) inhibition; AlphaScreen BAZ2B-H3K14Ac peptide displacement; Q9UIF8; Potency, µM (top dose mostly 114 µM), inactives show at the highest dose activity change, negative = inhibition, hits mostly inhibitors; 4.4% of 360,000 active; AID 504333; note: potency is the fitted concentration of half-maximal effect; % is set by controls: 0 for no effect and ±100 for the full control effect; nearly all actives have a fitted effect of over 60% in size
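Protein-peptide AlphaScreen: BAZ2B 50 nM, b-H3K14Ac 50 nM, 1x PBS pH 7.4 + 0.01% Tween-20. Preincubation 30 min RT; cpd 30 min RT (top 110 uM); beads 20 min RT, light-protected.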
Pol eta inh: inhibitors of human DNA polymerase eta; Q9Y253; recombinant Pol eta, fluorescent DNA replication assay; Potency, µM (highest dose often 114 µM), without a hit: at the top dose activity change, negative = inhibition, actives largely listed as inhibitors; 1.2% of 390,000 active; note: potency is the fitted concentration of half-maximal effect; % is set by controls: 0 for no effect and ±100 for the full control effect
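Pol eta (10 nM) was preincubated with compounds for 15 min at room temperature, after which fluorescent replication substrate (50 nM final) was added to start the reaction. Fluorescence was read kinetically at 0 and 10 min.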
PI4K2A inh: inhibitors of human PI4K2A. Q9BTU6. purified PI4K2A, ADP-Glo luminescence, 1 h; active compounds read low. activity change, negative = inhibition, % at 76.9 µM. 0.13% of 420,000 active; in the data active = activity change below about -50%; inconclusive = mostly about -30% to -49%;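 note: -100% = wells without enzyme as full effect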
Target sequence (Q9BTU6 whole entry, looked up): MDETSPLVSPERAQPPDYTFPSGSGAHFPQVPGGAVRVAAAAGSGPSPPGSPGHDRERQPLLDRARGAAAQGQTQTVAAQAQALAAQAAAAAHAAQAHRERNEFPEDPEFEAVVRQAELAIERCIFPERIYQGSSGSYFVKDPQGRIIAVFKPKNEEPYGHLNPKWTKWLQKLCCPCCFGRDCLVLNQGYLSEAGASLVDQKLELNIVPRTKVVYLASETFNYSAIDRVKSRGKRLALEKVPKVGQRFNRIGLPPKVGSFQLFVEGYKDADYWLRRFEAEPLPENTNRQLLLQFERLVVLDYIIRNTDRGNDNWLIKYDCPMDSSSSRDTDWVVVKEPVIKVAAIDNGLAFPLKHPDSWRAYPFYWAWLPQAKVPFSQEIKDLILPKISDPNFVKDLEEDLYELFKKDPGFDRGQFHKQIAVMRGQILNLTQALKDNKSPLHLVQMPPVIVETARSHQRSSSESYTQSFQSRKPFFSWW
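ADP-Glo luminescence measured ADP generated by PI4K2A enzyme (4 ug/mL before mixing) with 1.2 mM PI substrate (pre-mix) and 300 microM ATP (pre-mix). Tris pH7.5 buffer with MgCl2, Triton X-100; 1 h reaction at ambient temperature.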
GLS inhibitor: glutaminase GLS (human) inhibition | 0.21% of 410,000 active | GLS enzymatic activity, qHTS titration | O94925 | AID 624170 | Potency, µM (top dose mostly 45.5 µM), without a hit: top-dose activity change, negative = inhibition, usual class: inhibitors; note: potency is the fitted concentration of half-maximal effect; % is set by controls: 0 for no effect and ±100 for the full control effect
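Assay buffer: 45 mM KH2PO4 pH 8.2, 0.02% Tween-20. hKGA acts on L-glutamine (1 mM solution added); product glutamate is reported by an oxidase/peroxidase Amplex Red coupling, with fluorescence taken at baseline and 30 min.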
* hit, by the source's call; i = inactive; ? = inconclusive; nt = no result given; & = joins results of further samples; [ ] = another dose, or the depositor's remark. Unless noted, calls come from the whole dose curve; as a rule, active = well fitted curve in the direction sought with a large enough effect; inconclusive = small, poorly fitted or top-dose-only effect, or another doubt; inactive = no such curve, though single readings can be large; an effect the other way counts as inactive or inconclusive. The list is partial; rates above refer to the full screens.

No.	compound	HP1b chromo inh	Tb PGK inh	Pin1 inhibitor	JMJD2A Tudor	G9a inh	BAZ2B inh	Pol eta inh	PI4K2A inh	GLS inhibitor
1	CSCCC(NC(=O)COc1ccccc1)C(=O)N(C)CC(=O)Nc1ccc(Cl)cc1 (centres undefined)	-9%	i	1%	-31%	-9%[59 µM]	-34%	-12%	6	9%
2	COC(=O)[C@@H]1Cc2c([nH]c3ccccc23)C(C)N1C(=O)c1ccccc1 (some centres undefined)	7%	-6%	-4%	-20%	?	?	-19%	2	1%
3	CC(C)(C)NC(=O)CN1CCC(NC(=O)C23CC4CC(CC(C4)C2)C3)CC1	26%	5%	-1%	-1%	128%[activator][59 µM]	3%	-8%	-1	15%
4	Cn1c(CC(=O)Nc2ccccc2)nnc1SCC(=O)NC1CCCC1	6%	-9%	-3%	4%	20%	-6%	-6%	-4	0%
5	Cc1ccc(-c2nnc(SCC(=O)N/N=C/c3ccccc3C(=O)O)n2-c2ccc(Cl)cc2)cc1	25%	4%	2%	-16%	?	1%	5%	2	10%
6	NC(=O)c1nccc2ccccc12	30%	-7%	3%	-5%	nt	nt	-23%	4	-19%
7	Cc1ccc(Cc2c(-c3ccc(Br)cc3)nc3ccc(Br)cn23)cc1	nt	i	nt	nt	nt	nt	-10%	-5	-1%
8	COc1ccc(Cl)cc1S(=O)(=O)NCc1ccncc1	46%[activator]	-4%	-2%	-5%	56%[activator]	-5%	-15%	1	-3%
9	CCCC(=O)c1cc2c(cc1NC(=O)c1ccccc1F)OCCO2	66%&86%[activator]	-3%&10%	-7%&-2%	2%&-16%	39%[activator]	-1%&2%	?	-1&-6	-8%&0%
10	Cc1c(Cl)cccc1-c1ccc(/C=C(\C#N)c2nc3ccccc3[nH]2)o1	-7%	-6%	?	-21%	-15%[59 µM]	-31%	0%	-3	-3%
11	Cc1nnc(C)n1/N=C/c1ccc(O)cc1	52%	4%	11%	6%	?	-18%	-14%	2	10%
12	Cc1cc(-c2ccccc2)nc(N(C)C)c1S(C)(=O)=O	64%[activator]	-5%	-7%	12%	nt	-4%	-19%	8	3%
13	C=CCNC(=O)/C(C#N)=C/c1ccc(SC)cc1	20%	-6%	4%	-11%	-16%	-4%	-26%	4	3%
14	COC(=O)/C=C/CC(C)OS(N)(=O)=O (centres undefined)	27%	1%	-12%	-25%	2%	4%	-12%	6	-5%
15	COc1ccc(C)cc1NC(=O)CSc1nnnn1C1CCCC1	33%	-3%	-8%	-5%	2%	-4%	-9%	-3	-8%

In the list so far, two have a cyano group:
No.	compound	HP1b chromo inh	Tb PGK inh	Pin1 inhibitor	JMJD2A Tudor	G9a inh	BAZ2B inh	Pol eta inh	PI4K2A inh	GLS inhibitor
10	Cc1c(Cl)cccc1-c1ccc(/C=C(\C#N)c2nc3ccccc3[nH]2)o1	-7%	-6%	?	-21%	-15%[59 µM]	-31%	0%	-3	-3%
13	C=CCNC(=O)/C(C#N)=C/c1ccc(SC)cc1	20%	-6%	4%	-11%	-16%	-4%	-26%	4	3%

(listing goes on)
No.	compound	HP1b chromo inh	Tb PGK inh	Pin1 inhibitor	JMJD2A Tudor	G9a inh	BAZ2B inh	Pol eta inh	PI4K2A inh	GLS inhibitor
16	CCOc1cc(S(=O)(=O)NCCc2ccccc2C)c(OCC)cc1-n1cnnn1	26%	-4%	?	-16%	30%[59 µM]	-6%	-12%	6	7%
17	CS(=O)(=O)c1ccc2nc(NC(=O)Nc3ccc(Cl)c(Cl)c3)sc2c1	28%	-6%	13%	5%	-35%[59 µM]	-28%	-16%	0	-6%
18	O=C(O)c1ccccc1Sc1ncnc2sc3c(c12)CCC3	28%	8%	-7%	-6%	-24%	-13%	-21%	0	-10%
19	COc1ccccc1NS(=O)(=O)N(C)C	49%[activator]	-7%	1%	3%	-8%	0%	-1%	-1	6%
20	Cc1ccc(-n2ncc(C(=O)NCCN3CCN(C)CC3)c2C2CCN(C(=O)OC(C)(C)C)CC2)cc1C	51%[activator]	-7%	0%	-5%	-7%[59 µM]	5%[57.1 µM]	-16%	3	2%
21	CCCCc1nc2ccccc2c(NC(=O)CN2CCN(C)CC2)c1CCC	?	3%	-15%	0.71µM*	10µM*	50µM*	-10%	7	4%
22	CCOc1ccc(/C=C\c2nc(O)c([N+](=O)[O-])c(=O)[nH]2)cc1OCC	14%	-3%	-4%	11%	?	-15%	-11%	5	1%
23	O=C(COC(=O)C1=COCCO1)Nc1ccc(OC(F)F)cc1	25%	5%	-21%	-8%	6%	4%	3%	-2	-1%
24	Cc1cc(F)ccc1S(=O)(=O)N1CCCOC1CNC(=O)C(=O)NC1CC1 (centres undefined)	5%	2%	0%	-11%	nt	-4%	-6%	2	3%
25	COc1ccc(OCc2cc(C(=O)NCC(C)Oc3cccnc3)no2)c(Cl)c1 (centres undefined)	13%	i	16%	-27%	-15%	-14%	-22%	-3	5%
26	COc1ccccc1CNC(=O)CCN1C(=O)COc2ccccc21	20%	-6%	-3%	0%	17%[0.501 µM]	-2%	-16%	8	1%
27	OCCNCCCOc1ccc(Cl)cc1Br	22%	-7%	-4%	-14%	-1%[59 µM]	-1%	-9%	3	0%
28	COc1ccc(S(=O)(=O)N2CCN(C(=O)CCOc3ccccc3)CC2)cc1OC	22%	0%	7%	-5%	9%[12.7 µM]	10%	-1%	4	10%
29	CN(CC(=O)Nc1ccccc1Cl)C(=O)CN1C(=O)NC(c2ccccc2)(c2ccccc2)C1=O	36%	-1%	0%	-12%	-5%[2.33 µM]	4%	-9%	0	0%
30	CC(=O)/C(=N\Nc1cccc(Cl)c1)Sc1cccc2cccnc12	6%	0%	2%	-7%	17%[59 µM]	-2%	-7%	5	8%
31	CCCCc1ccc(NC(=S)NCc2ccc(OC)cc2)cc1	50%[activator]	nt	-5%	-22%	41%[activator][12.7 µM]	-21%	-18%	9	-12%
32	CCc1ccc(C2=NN(C(=O)CCC(=O)O)C(c3cccs3)C2)cc1 (centres undefined)	37%[activator]	0%	0%	-4%	nt	-7%	0%	2	17%
33	Cc1ccccc1NC(=S)NCc1cccs1	35%	2%	0%	-1%	-37%	4%	-3%	0	8%
34	CCOC(=O)c1oc2c(c1C)-c1nn(Cc3ccccc3Cl)cc1CC2	47%[activator]	nt	34%[activator]	-5%	11%[59 µM]	4%	nt	-4	6%
35	CCOc1ccc(NC(=O)CC(=O)Nc2ccc(OCC)cc2)cc1	35%	-8%	-7%	-12%	-7%	-5%	-18%	-3	3%
36	Cc1ccc(C(C2=C(O)CC(C)(C)CC2=O)C2C(=O)CC(C)(C)CC2=O)s1 (centres undefined)	32%	3%	6%	-15%	?	-21%	4%	?	31%
37	CCCCN(CCCC)S(=O)(=O)c1ccc(NC(=O)c2c(-c3ccccc3)noc2C)cc1	35%	4%	9%	-12%	4%[59 µM]	2%	-23%	-4	-1%
38	COc1ccc(OC)c(CNC(=O)C2CCC(=O)N2C(C)C)c1 (centres undefined)	-2%	-4%	3%	-20%	-1%	-2%	-8%	2	0%
39	O=C(NC1CCCCCC1)C(=S)NCc1ccccc1	7%	5%	-5%	50%[activator]	-116%[59 µM]	-5%	-26%	-2	1%
40	CC1CCN(c2cc(N3CCC(C)CC3)c([N+](=O)[O-])cc2/C=C(\C#N)c2nn(-c3ccccc3)c(N)c2C#N)CC1	-13%	-6%	9%	-27%	10%	-30%	7%	0	14%
41	Cc1ccc2nc(SCC(=O)c3ccccc3)nc(=O)n2c1	27%	i	-6%	-7%	-16%[0.501 µM]	-4%	-11%	-2	-6%
42	COc1cc([N+](=O)[O-])ccc1NC(=O)N1CCC2(CC1)Nc1ccccc1-n1cccc12	-17%[57 µM]	8%	-6%	?	?	?	-9%	-3	?
43	C/C(=N\Nc1ccc(C(=O)c2c(C)cc3ccccn23)cc1[N+](=O)[O-])c1ccc(O)cc1	?	5%	4%	?	?	?	-1%	2	3%
44	COc1ccc(-n2c(C)cc(C(=O)CN3CCC(C)CC3)c2C)cc1	15%	6%	2%	-15%	?	-24%	-14%	-1	1%

Profiles as entered above.
Entry for `Cc1ccc2nc(SCC(=O)c3ccccc3)nc(=O)n2c1` : HP1b chromo inh = 27%; Tb PGK inh = i; Pin1 inhibitor = -6%; JMJD2A Tudor = -7%; G9a inh = -16%[0.501 µM]; BAZ2B inh = -4%; Pol eta inh = -11%; PI4K2A inh = -2; GLS inhibitor = -6%
Entry for `CC1CCN(c2cc(N3CCC(C)CC3)c([N+](=O)[O-])cc2/C=C(\C#N)c2nn(-c3ccccc3)c(N)c2C#N)CC1` : HP1b chromo inh = -13%; Tb PGK inh = -6%; Pin1 inhibitor = 9%; JMJD2A Tudor = -27%; G9a inh = 10%; BAZ2B inh = -30%; Pol eta inh = 7%; PI4K2A inh = 0; GLS inhibitor = 14%
